Assay outcomes (PubChem)
hERG WT inh: qHTS for Inhibitors of KCHN2 3.1: Wildtype qHTS | Voltage-gated inwardly rectifying potassium channel KCNH2 (Homo sapiens), Q12809 | U2OS, BacMam KCNH2, thallium flux FluxOr; active compounds read low | activity change, % at 1.84 µM | actives 0.37% (n = 340,000) | AID 720551, 2013;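 active means maximum activity change below -70%; inconclusive means maximum activity change between -70% and -50%; inactive means maximum activity change above -50%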; further: on the % scale 0 is the no-effect control and ±100 the full control effect
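U2OS cells were transduced with wild-type KCNH2 virus (2.03 x 10^8 / mL) for 4 h at room temperature, then cultured overnight at 37 C. Thallium flux was read with FluxOr dye. Rate constants were normalized to DMSO controls.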
Eya2 phos inh: qHTS Assay for Inhibitors of the Phosphatase Activity of Eya2; Protein phosphatase EYA2 (Homo sapiens), O00167; recombinant Eya2, OMFP fluorescence dephosphorylation (OMFP is methylfluorescein phosphate); Potency, µM (top dose mostly 76.9 µM), inactives show at the top dose activity, negative = inhibition, actives largely listed as inhibitors; actives 0.006% (n = 330,000); AID 488837, 2010; further: potency means the concentration at half of the fitted maximal effect; on the % scale 0 is the no-effect control and ±100 the full control effect
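Eya2 protein (added as 0.2 uM solution) was preincubated with compound for 10 min at ambient temperature in 50 mM HEPES pH 7.5, 50 mM NaCl, 5 uM MgCl2, 0.05% BSA, 1 mM DTT. OMFP (added at 50 uM) then reacted 10 min; fluorescence read at 485/525 nm.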
TSHR antagonist: Antagonists of the Thyroid Stimulating Hormone Receptor: HTS campaign | Thyrotropin receptor (Homo sapiens), P16473 | TSHR-expressing cells, TSH-stimulated cAMP HTRF, 2 h; active compounds read low | activity change, negative = inhibition, % at 11.5 µM | actives 0.2% (n = 330,000) | AID 504810, 2011;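 active means activity change below a set negative limit, meaning inhibition stronger than a set level, cut at about -70% in these data; inconclusive means activity change between two set negative limits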; further: on the % scale 0 is the no-effect control and ±100 the full control effect
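Read-out is FRET at 665 nm (cryptate excitation 337 nm) from a cryptate-tagged anti-cAMP antibody, competed by cell cAMP against cAMP-d2. Compounds are tested on freshly harvested TSHR cells challenged with 4nM TSH (EC80) for 2 hours at 37 deg C.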
GALK inhibitor: qHTS Assay for Inhibitors of Human Galactokinase (GALK); P51570; Purified GALK, Kinase-Glo residual ATP luminescence; Potency, µM (series often up to 57.5 µM), for inactives: at the top dose activity change, negative = inhibition, usual class: inhibitors; actives 0.007% (n = 270,000); AID 1868, 2009; further: potency means the concentration at half of the fitted maximal effect; on the % scale 0 is the no-effect control and ±100 the full control effect
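ATP-depletion format; final 35 uM ATP, 100 uM D-galactose, 5 nM enzyme; pH 8.0 HEPES/Mg2+ buffer; 60 min RT; luminescence read 10 min after detection reagent.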
USP2a inh: qHTS Assay for Inhibitors of Ubiquitin-specific Protease USP2a Using CHOP2 as the Reporter. AID 463254, 2010. Potency, µM (titrated, usually from 38.3 µM), for inactives: top-dose activity change, negative = inhibition, usual class: inhibitors. actives 0.01% (n = 330,000). USP2 core, Ub-CHOP2 coupled fluorogenic reporter, 485/531. Ubiquitin carboxyl-terminal hydrolase 2 (Homo sapiens), O75604;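 further: potency means the concentration at half of the fitted maximal effect; plate controls were DMSO wells for no effect and full inhibition by NEM control for full effect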
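USP2 core (10nM final) preincubated 30min RT with compound in 20mM Tris-HCl pH 8.0, 2mM CaCl2, 2mM beta-mercaptoethanol, 0.05% CHAPS; 25nM Ub-CHOP2 plus 25nM reporter substrate added, fluorescence (Ex485/Em531) read after 60min.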
PKM2 activator: qHTS Assay for Activators of Human Muscle isoform 2 Pyruvate Kinase. Potency, µM (highest dose often 57.5 µM), for inactives: at the highest dose activation, usual class: activators. Pyruvate kinase PKM (Homo sapiens), P14618. purified PKM2, Kinase-Glo ATP luminescence, activation; response scale: 0% is enzyme alone, no compound. actives 0.34% (n = 260,000). AID 1631, 2009; further: potency means the concentration at half of the fitted maximal effect; on the % scale 0 is the no-effect control and ±100 the full control effect; nearly all actives have a fitted effect of over 55% in size
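ATP formation by purified human PK-M2, quantified via coupled luciferase luminescence after 1 h at room temperature with 0.1 mM ADP and 0.5 mM PEP final.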
BCR signal inh: qHTS Assay to Find Inhibitors of Chronic Active B-Cell Receptor Signaling; ABC-DLBCL IkBa-CBG/CBR reporter, luminescence ratio, 4 h; Potency, µM (highest dose often 46.1 µM), inactives show top-dose ratio change, negative = lower green/red ratio, actives largely listed as inhibitors; actives 0.05% (n = 340,000); AID 493014, 2011; active means well fitted inhibition curve with a large enough effect in the signal ratio, with a control signal flat, not every such curve was filed as active; inconclusive means small, poorly fitted or top-dose-only effect, or effect the other way, or a change in a side signal; the % refers to the signal ratio;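 further: potency means the concentration at half of the fitted maximal effect; plate controls were basal doxycycline-induced cells for no effect and cells given 10 µM MG132 for full effect; MG132 reads +100%, hits lower the ratio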
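Concentration-response series (up to 46 uM) were applied to TMD8 dual-reporter cells for 4 h at 37C with doxycycline. Green/red ratio, after filter-overlap correction, defined %Activity; red signal alone was normalised to basal cells and zero luminescence.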
Menin MLL FP TR: qHTS Assay for Inhibitors Targeting the Menin-MLL Interaction in MLL Related Leukemias: Competition With Texas Red Labeled MLL-derived Mutant Peptide. actives 0.23% (n = 270,000). Potency, µM (series often up to 61.6 µM), inactives show at the top dose FP activity change, negative = inhibition, usual class: inhibitors. AID 1768, 2009. Menin + Texas Red MLL mutant peptide, fluorescence polarization; active means well fitted inhibition curve with a large enough effect in the polarisation, with a control signal flat, not every such curve was filed as active; inconclusive means small, poorly fitted or top-dose-only effect, or effect the other way, or a change in a side signal; inactive means no such curve, though single readings can be large or run the other way; the % refers to the polarisation; further: potency means the concentration at half of the fitted maximal effect; % of control where 0% means no effect; many of its hits are not listed in these tables
Mito fusion act: qHTS Assay for Small Molecule Inhibitors of Mitochondrial Division or Activators of Mitochondrial Fusion; actives 0.23% (n = 320,000); S. cerevisiae fusion-defective mutant growth rescue, CellTiterGlo 48 h; Potency, µM (titrated, usually from 46.1 µM), without a hit: top-dose growth rescue (activation), actives largely listed as activators;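 further: potency means the concentration at half of the fitted maximal effect; % of control where 0% means no effect; nearly all actives have a fitted effect of over 45% in size; temperature-sensitive fusion mutants such as fzo1-1 at 37 °C on non-fermentable ethanol glycerol medium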
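Growth-rescue viability read-out: after 48 h at the non-permissive 37C in glycerol/ethanol YPEG, yeast mitochondrial fusion mutants are measured by CellTiterGlo luminescence; compounds (23 nl pinned per well) restoring growth score as division inhibitors or fusion activators.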
ASM inhibitor: Inhibitors of Secretory Acid Sphingomyelinase (S-ASM): qHTS; Sphingomyelin phosphodiesterase (Homo sapiens), P17405; placental ASM, HMU-PC fluorogenic substrate, 60 min; Potency, µM (top dose mostly 57.5 µM), for inactives: at the top dose activity change, negative = inhibition, hits mostly inhibitors; actives 0.006% (n = 340,000); AID 504937, 2011; further: potency means the concentration at half of the fitted maximal effect
Target sequence (P17405 47-631 limits assumed): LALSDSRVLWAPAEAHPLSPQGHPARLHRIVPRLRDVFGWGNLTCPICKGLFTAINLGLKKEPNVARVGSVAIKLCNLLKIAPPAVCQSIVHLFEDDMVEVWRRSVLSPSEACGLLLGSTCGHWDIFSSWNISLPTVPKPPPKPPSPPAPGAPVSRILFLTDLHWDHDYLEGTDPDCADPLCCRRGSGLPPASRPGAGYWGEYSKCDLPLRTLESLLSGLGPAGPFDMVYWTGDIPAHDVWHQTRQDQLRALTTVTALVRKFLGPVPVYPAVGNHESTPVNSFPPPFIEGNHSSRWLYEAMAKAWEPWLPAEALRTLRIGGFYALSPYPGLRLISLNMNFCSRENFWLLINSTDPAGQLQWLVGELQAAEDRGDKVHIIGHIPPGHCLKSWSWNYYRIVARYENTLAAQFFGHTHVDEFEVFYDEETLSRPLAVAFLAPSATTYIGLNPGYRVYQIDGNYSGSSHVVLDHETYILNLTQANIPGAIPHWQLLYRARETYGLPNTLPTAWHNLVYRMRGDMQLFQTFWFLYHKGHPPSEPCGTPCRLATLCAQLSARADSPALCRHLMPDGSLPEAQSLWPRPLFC
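Fluorogenic HMU-PC substrate (9 uM final) is turned over by placental ASM in 60 min at 37 C after a 10 min compound preincubation. Reaction ended by alkaline stop (pH 10), with fluorescence read at 386/447 nm.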
MBNL1 CUG block: qHTS Assay for Inhibitors of MBNL1-poly(CUG) RNA binding; TR-FRET MBNL1-His/biotin-(CUG)12 binding, 665/545 ratio; Muscleblind-like protein 1 (Homo sapiens), Q9NR56; AID 2675, 2010; actives 0.036% (n = 280,000); Potency, µM (top dose mostly 57.5 µM), without a hit: at the highest dose activity change, negative = inhibition, actives largely listed as inhibitors; active means well fitted inhibition curve with a large enough effect in the signal ratio, with a control signal flat, not every such curve was filed as active; inconclusive means small, poorly fitted or top-dose-only effect, or effect the other way, or a change in a side signal; inactive means no such curve, though single readings can be large or run the other way; the % refers to the signal ratio; further: potency means the concentration at half of the fitted maximal effect; on the % scale 0 is the no-effect control and ±100 the full control effect
Target sequence (Q9NR56 whole entry, looked up): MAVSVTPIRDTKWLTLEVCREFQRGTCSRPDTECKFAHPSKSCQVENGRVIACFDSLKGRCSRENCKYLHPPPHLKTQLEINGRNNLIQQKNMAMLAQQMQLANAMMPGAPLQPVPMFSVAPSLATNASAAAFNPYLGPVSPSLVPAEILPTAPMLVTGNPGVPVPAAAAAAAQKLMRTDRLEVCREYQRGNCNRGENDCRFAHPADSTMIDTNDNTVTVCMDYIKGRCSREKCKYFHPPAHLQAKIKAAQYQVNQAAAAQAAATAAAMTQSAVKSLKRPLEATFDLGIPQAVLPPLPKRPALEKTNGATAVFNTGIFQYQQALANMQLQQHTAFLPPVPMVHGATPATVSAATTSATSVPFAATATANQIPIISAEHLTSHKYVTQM
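His-tagged MBNL1 binding to biotinylated (CUG)12 RNA was measured by TR-FRET using terbium anti-His antibody (0.055 ng/ul final) and streptavidin-XL665 (5 nM final). Compounds were titrated 92 nM to 58 uM; 60 min at room temperature.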
Numbers without * were called inactive; ? = inconclusive; nt = not tested or not shown; [ ] = another dose, or the depositor's remark. Unless noted, the call rests on the fitted dose curve; in most records, active means well fitted curve in the direction sought with a large enough effect; inconclusive means small, poorly fitted or top-dose-only effect, or another doubt; inactive means no such curve, though single readings can be large; an effect the other way counts as inactive or inconclusive.

SMILES	hERG WT inh	Eya2 phos inh	TSHR antagonist	GALK inhibitor	USP2a inh	PKM2 activator	BCR signal inh	Menin MLL FP TR	Mito fusion act	ASM inhibitor	MBNL1 CUG block
Cc1ccc(NCC(=O)N=Nc2c(O)[nH]c3ccc([N+](=O)[O-])cc23)cc1	-11	11%	10	-1%	-1%	3%	20%	nt	4%	?	nt
Cc1cccc(N2CCN(C(=O)CSc3ccc4c(c3)OCCO4)CC2)c1C	3	1%	-9	nt	2%	nt	-7%	nt	20%	5%	nt
COCCSc1ccccc1C(=O)NCc1cccnc1	0	1%	24	4%	-1%	-4%	?	-16%	3%	3%	14%
O=C(CCc1nc2ccccc2[nH]1)NCc1ccc2c(c1)OCO2	-13	-7%	19	nt	1%	-15%	0%	0%	10%	5%	-43%
Cc1cc(C)nc(N2C(=O)CC(Cc3ccc(Cl)cc3)C2=O)n1 (stereo unspecified)	-12	4%	1	6%	0%	-4%	9%	5%	-2%	7%	0%
Cn1c(NC(=O)Cc2cccc3ccccc23)cc(=O)n(C)c1=O	0	-11%	2	-1%	-1%	22%	4%	10%	12%	-1%	-8%
Oc1ccc(/C=N/Nc2nc(-c3cccnc3)nc3ccccc23)c(O)c1	-35	11%	-18	-2%	7%	-1%	5%	nt	3%	-17%	?
CN(C(=O)CC1C(=O)NCCN1C/C=C/c1ccccc1)C1CCOCC1 (stereo unspecified)	9	-1%	-3	17%	3%	0%	15%	6%	5%	0%	-4%
CCc1nnc(NC(=O)/C=C/c2ccco2)s1	-1	-8%	-16	0%	2%	4%	?	-6%	1%	3%	?
CC(=O)CC(C)(C)S(=O)(=O)c1ccc(Oc2ccc(S(=O)(=O)C(C)(C)CC(C)=O)cc2)cc1	17	5%	-4	-1%	-1%	12%	?	-3%	-4%	-2%	2%
Cc1c(C)n(CCC(=O)O)c2ccccc12	-25	6%	-1	-2%	-1%	-5%	14%	2%	-3%	4%	8%
COc1ccc(/C=N/NC(=O)c2ccc(CSc3nncn3C)cc2)cc1OC	1	-4%	2	5%	2%	-4%	-21%	-14%	4%	-3%	19%
CCOc1cccc2sc(N(CCCN(C)C)C(=O)c3ccc(S(=O)(=O)N4CCCCCC4)cc3)nc12	39	-16%	-5	0%	2%	-1%	7%	?	-14%	-1%	-7%
CCn1c(C)cc(/C=C2/SC(=S)NC2=O)c1C	-2	-1%	-5	-7%	1%	-13%	?	-7%	6%	2%	23%
COc1cc(/C=C/C(=O)O)cc(OC)c1	-9	-4%	9	nt	2%	0%	-22%	1%	3%	-2%	-7%
O=C(c1ccc2c(c1)OCO2)N1CCN(c2cccc(C(F)(F)F)c2)CC1	-1	-6%	4	6%	1%	12%	-20%	-17%	7%	1%	-5%
CC(C)c1ccc(NC(=O)N2CCc3ccccc3C2)cc1	-7	2%	-2	-6%	0%	-6%	?	-7%	9%	0%	-4%
COc1ccccc1N1CCN(C(=O)c2ccc(N(C)S(=O)(=O)c3ccccc3)cc2)CC1	-8	-2%	14	-3%	3%	-8%	1%	-17%	-4%	2%	-1%
CCOC(=O)C1=C(Nc2ccc(C)cc2)CC(C)(O)C(C(=O)OCC)C1c1ccccc1 (stereo unspecified)	0	-4%	52	-2%	3%	1%	12%	?	-2%	-8%	2%
O=C(NCCCNC(=O)c1cnccn1)c1ccc(Cl)cc1	1	1%	-7	-1%	2%	3%	-11%	1%	2%	-2%	-3%
CCOC(=O)c1cn(CC)c2cc(N3CCOCC3)c(F)cc2c1=O	4	0%	0	0%	2%	2%	-3%	3%	0%	0%	-3%
COc1ccc(-n2ncc3c(NCC(C)C)ncnc32)cc1	1	-5%	-13	1%	2%	2%	?	-12%	21%	2%	-14%
CCC(C)NC(=O)c1ccccc1-c1ccccc1C(=O)NC(C)CC (stereo unspecified)	9	3%	-14	-1%	4%	0%	6%	?	9%	0%	-11%
COc1ccc([N+](=O)[O-])cc1NC(=O)C1(c2ccccc2)CCOCC1	-13	-15%	9	-1%	2%	7%	-2%	5%	-7%	-1%	?
Cc1ccc2[nH]c(CNC(=O)C3CCCCC3)cc2c1	-8	-5%	12	0%	1%	nt	0%	0%	-10%	-3%	-7%
Cc1cc(OCC#N)nc(N)n1	nt	-1%	7	9%	2%	-7%	0%	7%	8%	-1%	-4%
CC(=O)c1oc2ccccc2c1NC(=O)CN1CCCCC1	15	-13%	-13	-2%	0%	8%	26%	-14%	-11%	-5%	15%
COc1ccc(N2CCN(C(=O)CCC(=O)NNc3nc4ccccc4c4nc(C)nn34)CC2)cc1	-2	-1%	-36	0%	0%	nt	2%	-10%	-11%	2%	-9%
O=C(Nc1nsc(-c2ccccc2)n1)c1ccncc1	-4	-11%	0	2%	-1%	-1%	?	-10%	2%	1%	7%
C/C(=N\Nc1ccc(Cl)c(C(=O)O)c1)c1ccc2c(c1)OCO2	4	3%	26	-1%	12%	8%	?	-1%	-3%	2%	-1%
COc1ccc(S(=O)(=O)NCCC(=O)NC2CCCCCCC2)cc1	-2	0%	2	2%	-4%	-4%	0%	-9%	-6%	5%	5%
COCCCn1nnnc1SCC(=O)Nc1ccc2c(c1)OCCO2	10	-10%	25	3%	2%	12%	-12%	-3%	-3%	1%	-21%
Cc1ccc(-c2cc(-c3n[nH]c(=S)n3C)c3ccccc3n2)cc1	-10	0%	-10	-2%	-9%	-6%	4%	15%	2%	-4%	17%
Brc1ccc(-n2cc(-c3ccccc3)c3c(NN4CCOCC4)ncnc32)cc1	0	0%	-18	1%	2%	2%	4%	-4%	-1%	1%	-7%
Cc1ccc(S(=O)(=O)NNC(=O)C2CCN(Cc3ccccc3)CC2)cc1	-5	-18%	2	1%	0%	1%	7%	-2%	-1%	0%	-11%
O=S(=O)(NCc1ccco1)c1ccc(Cl)s1	-4	-8%	-4	nt	-1%	nt	1%	nt	nt	0%	nt
CNC(=O)NC(=O)C(OC(=O)Cc1cccc(C(F)(F)F)c1)c1ccccc1 (stereo unspecified)	3	-6%	2	0%	-7%	8%	3%	-4%	4%	3%	4%
O=C(CSc1nnc2sc3ccccc3n12)c1ccco1	-22	0%	7	1%	1%	-1%	?	18%	-3%	0%	-3%
O=C(CSc1nc2ccccc2o1)N/N=C/c1ccc(O)c(O)c1	-2	?	-7	4%	0%	30%	-17%	nt	1%	0%	2%
O=C1c2ccccc2C(=O)N1n1cccc1	3	-4%	-3	3%	5%	-2%	-1%	3%	-2%	4%	?
CC(=O)Nc1ccc(S(=O)(=O)NC(CC(=O)O)c2ccc(OC(C)C)cc2)cc1 (stereo unspecified)	2	0%	1	-1%	-1%	-4%	-6%	2%	1%	3%	-6%
Cn1nc(OCC(N)=O)ccc1=O	1	3%	6	-2%	3%	0%	0%	-9%	0%	2%	-2%
CC(NC(=O)c1cc(=O)[nH]c2ccc(Br)cc12)c1ccccc1 (stereo unspecified)	nt	-9%	22	3%	2%	-28%	1%	-2%	9%	nt	32%[activator]

Some of the compounds tested; count on the stated rates, not on these rows.
